CCT chaperon mod = changes cytosolic chaperonin activity; purified chaperonin ATPase assay, HTRF ADP detection, 30 min; 360,000 compounds, 0.3% hits; activity change, % (concentration not given with the values), hits read low; AID 651819; in the data active = activity change below about -30%; note: % is set by controls: 0 for no effect and ±100 for the full control effect
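First, chaperonin was dispensed at 40 nM or 20 nM final depending on batch activity. Next, compounds were pinned at 76 uM and ATP added at 10 uM. After 30 min at 37 °C, ADP detection reagents ran 30 min at ambient temperature.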
Nrf2 ARE act = activates Nrf2 signaling; AREc32 ARE-luciferase reporter (MCF7-derived line), luminescence, 24 h; Potency, µM (top dose mostly 46.1 µM), for inactives: at the highest dose activation, actives largely listed as activators; 410,000 compounds, 0.31% hits; AID 624171; note: potency is the fitted concentration of half-maximal effect; % of control where 0% means no effect; nearly all actives have a fitted effect of over 65% in size
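AREc32 cells carrying an ARE-driven firefly luciferase, 1000 cells/well in OPTI-MEM with 5% FBS, dosed after overnight attachment and incubated 24 hr at 37 deg C. Steady-Glo luminescence read after 30 min at RT.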
HepG2 viability = kills HepG2 cells in TGF-b inhibitor counter-screen; HepG2 CAGA-GFP viability, ATP luminescence, 18 h; Potency, µM (highest dose often 46.1 µM), for inactives: top-dose activity change, negative = cytotoxicity, hits mostly cytotoxic; 410,000 compounds, 0.76% hits; AID 588856; note: potency is the fitted concentration of half-maximal effect; some results filed as inactive show a strong effect at the top dose
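HepG2 CAGA-GFP cells (1000/well, DMEM with 1% FBS) received compound, then TGF-beta at 500 pg/mL final, and were incubated 18 hours at 37 degrees C. Viability was read by CellTiter-Glo luminescence. Media-only wells were set as complete cell-killing and DMSO as no toxicity.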
Nrf2 block = inhibitors of Nrf2 signaling; A549 ARE-Fluc reporter, luciferase luminescence, 18-24 h; Potency, µM (highest dose often 46 µM), for the others: at the top dose activity change, negative = inhibition, most hits filed as inhibitors; 360,000 compounds, 2.1% hits; note: potency is the fitted concentration of half-maximal effect; % is set by controls: 0 for no effect and ±100 for the full control effect; nearly all actives have a fitted effect of over 60% in size
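A549 ARE_Fluc cells, 5000/well, 5% FBS OPTI-MEM; compounds in dose-response, 18-24 h at 37 °C/5% CO2; CellTiter-Fluor viability read (Ex 405/Em 525), then BugLite luciferase luminescence = Nrf2 activity.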
Akt phos inh = blocks phosphorylation of Akt. activity change, % for hits at 50 µM. Neuro2A IGF-stimulated pAkt S473 HTRF, 20 min; hits give low values. 360,000 compounds, 0.32% hits; in the data active = activity change below about -80%; inconclusive = mostly about -51% to -80%; note: % is set by controls: 0 for no effect and ±100 for the full control effect
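Single-point screen (50 µM final compound) in Neuro2A cells stimulated 20 min with 6 nM IGF at 37 deg C. After lysis, Ser473-phosphorylated Akt read by HTRF (ex 330 nm, em 615/665 nm) as the 665/615 ratio.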
TGFb SMAD3 inh = inhibitors of TGF-b signaling; Potency, µM (top dose mostly 46.1 µM), for the others: top-dose activity, negative = inhibition, most hits filed as inhibitors; 410,000 compounds, 1.2% hits; HepG2 CAGA-GFP TGF-b/SMAD3 reporter, GFP fluorescence, 18 h; TGF-beta stimulated, 500 pg/mL final; AID 588855; note: potency is the fitted concentration of half-maximal effect; % is set by controls: 0 for no effect and ±100 for the full control effect; nearly all actives have a fitted effect of over 65% in size
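Cell-based qHTS in HEPG2 carrying a CAGA-GFP Smad reporter; compounds added before 500 pg/mL final TGF-beta, 18 h incubation at 37 degrees C, GFP fluorescence quantified per cell by imaging cytometry.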
Mm-Cpn inhibitor = M. maripaludis TRiC chaperonin inhibition; Potency, µM (top dose mostly 76.9 µM), without a hit: top-dose activity, negative = inhibition, most hits filed as inhibitors; purified Mm-Cpn ATPase, ADP Transcreener TR-FRET; 330,000 compounds, 0.031% hits; AID 504842; note: potency is the fitted concentration of half-maximal effect; % is set by controls: 0 for no effect and ±100 for the full control effect; nearly all actives have a fitted effect of over 80% in size
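Purified archaeal Mm-CPN (25nM final) preincubated 10 min at 37degC with compound, then 10uM ATP for 30 min at 37degC; ADP measured by HTRF Transcreener TR-FRET; buffer 30 mM TRIS pH 7.4, 100mM KCl, 5mM MgCl2, 1mM DTT.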
A549 tox = counter-screen for Nrf2 inhibitors: cytotoxicity in A549 cells; A549 ARE-Fluc cells, CellTiter-Fluor viability, 18-24 h; Potency, µM (series often up to 46 µM), inactives show top-dose activity change, negative = cytotoxicity, usual class: inhibitors; 390,000 compounds, 0.16% hits; AID 504648; note: potency is the fitted concentration of half-maximal effect; % is set by controls: 0 for no effect and ±100 for the full control effect
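A549 ARE_Fluc cells in 5% FBS OPTI-MEM were exposed to compounds in concentration-response for 18-24 h at 37 deg C. Viability was read by CellTiter-Fluor fluorescence (Ex 405/Em 525) after 30 min, before the luciferase read.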
Abeta yeast res = A-beta toxicity reversal in yeast; yeast expressing A-beta42, growth rescue, OD600, 48 h; response scale: 0% DMSO, 100% iron-clioquinol control; Potency, µM (doses to about 46.1 µM), for inactives: at the highest dose growth rescue, actives largely listed as activators; 410,000 compounds, 0.063% hits; note: potency is the fitted concentration of half-maximal effect; nearly all actives have a fitted effect of over 55% in size
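Yeast growth medium received pinned compounds, then yeast cells expressing toxic A-beta were added; plates incubated at 30 C for 48 hr. Growth read as absorbance at 600 nm, normalized to DMSO and equimolar FeCl3 plus clioquinol controls.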
* = called active by the depositor; i = inactive; ? = inconclusive; . = not tested or not shown; [ ] = another dose, or the depositor's remark. Unless noted, calls come from the whole dose curve; as a rule, active = well fitted curve in the direction sought with a large enough effect; inconclusive = small, poorly fitted or top-dose-only effect, or another doubt; inactive = no such curve, though single readings can be large; an effect the other way counts as inactive or inconclusive.

SMILES | CCT chaperon mod | Nrf2 ARE act | HepG2 viability | Nrf2 block | Akt phos inh | TGFb SMAD3 inh | Mm-Cpn inhibitor | A549 tox | Abeta yeast res
CC(=O)NC(C)C12CC3CC(CC(C(=O)O)(C3)C1)C2 (stereo not given) | -0.7 | 0.0% | 0.9% | 4.1% | i | -25.8% | 0.0% | 10.8% | 11.5%
CCN1CCCC1CN(Cc1cc2ccc(C)cc2[nH]c1=O)C(=S)Nc1ccc(OC)cc1OC (stereo not given) | -0.7 | 7.2% | -12.3% | 0.4% | i | 3.5% | -0.7% | -0.3% | -3.5%
C/C(=N\OCC(=O)OCC(=O)NC(=O)c1ccccc1)c1ccc2c(c1)OCO2 | -0.9 | -0.9% | 13.2% | -5.8% | i | 5.2% | -0.6% | -1.9% | 2.7%
Clc1ccc(Cn2cc(/C=N/n3cnnc3)c3ccccc32)c(Cl)c1 | -1.4 | 2.6% | -4.8% | . | i | ? | -0.2% | 0.6% | -10.5%
COc1cc(C(=O)OCCc2c(C)nc3nc[nH]n3c2=O)cc(OC)c1OC | -1.7 | 0.1% | 3.2% | 3.8% | i | 10.6% | 0.4% | -8.2% | -7.8%
COC(=O)c1cccc(-c2noc(-c3ccccc3F)n2)c1 | . | 4.3% | -5.0% | ? | . | ? | 0.1% | -1.7% | 1.0%
Cc1ccc(NC(=O)CCN2CCN(CCO)CC2)cc1 | 1.3 | 0.1% | 2.2% | -0.2% | i | 12.2% | . | 1.7% | -6.2%
CCOc1ccc(CCNC(=O)C2CCCN(c3nnc(C)c4c(C)n(-c5ccccc5)nc34)C2)cc1 (stereo not given) | . | 5.2% | -47.3% | -20.5% | . | -25.2% | . | -27.1% | .
Cc1ccc(NC2CCCN(C(=O)CCCN3CCCCC3=O)C2)cc1C (stereo not given) | -1.7 | -0.1% | -0.8% | 5.5% | i | 21.5% | 1.2% | -11.8% | -6.7%
Cc1c(CCO)c(=O)n(-c2ccccc2)n1S(=O)(=O)c1ccc([N+](=O)[O-])cc1 | 3.5 | -0.3% | 1.6% | -7.7% | i | -0.2% | -1.4% | -11.9% | -5.9%
COc1cc(C(=O)OCC(=O)Nc2ccc(C)cc2)cc(OC)c1OC | -4.7 | -0.7% | 0.8% | -13.4% | i | -0.3% | -7.4% | 2.4% | 16.1%
CC(=O)N1c2ccc(S(=O)(=O)N3CCC(C(=O)NCc4ccc(F)cc4)CC3)cc2CC1C (stereo not given) | -3.3 | -0.8% | 2.2% | -24.8% | i | 1.8% | 0.9% | 0.1% | 27.5%
COc1ccccc1N1CCN(c2nc3ccccc3nc2C(C#N)C(=O)OC(C)C)CC1 (stereo not given) | 1.5 | -0.1% | 8.5% | . | -97.2%* | -27.7% | 1.4% | ? | 7.5%
CCCNC(=O)c1onc(CSc2ccc(F)c(F)c2)c1C(=O)NCCC | -0.6 | 0.4% | -20.8% | 7.2% | i | 4.5% | . | -7.9% | 22.3%
CC(C)(C)OC(=O)N1CCC(NC(=O)c2[nH]cnc2C(=O)Nc2ccccc2F)CC1 | -1.2 | -0.3% | 5.8% | . | i | 7.0% | . | . | -12.8%
CCc1nn(-c2cc(Oc3ccccc3)nc(-c3ccccc3)n2)c(N)c1C#N | -1.8 | 1.9% | 3.5% | -14.2% | i | 11.4% | 0.0% | -13.9% | 10.9%
O=C(CN(Cc1ccccc1C(F)(F)F)C(=O)CNC(=O)c1ccco1)NC1CCCC1 | 1.6 | -0.3% | -7.1% | 2.3% | i | -0.3% | -0.9% | 2.7% | -3.3%
Cc1nn(Cc2ccccc2)c(C)c1NC(=O)CSc1nc(-c2ccccc2)nc2c1cnn2-c1ccccc1 | -8.3 | -0.3% | 5.5% | 1.7% | i | -1.5% | 0.8% | -4.8% | 0.7%
CCN1C(=O)[C@H]2[C@H]3CN=C(SCc4ccc(C#N)cc4)N3[C@@](CC)(C(=O)OC)[C@H]2C1=O | 0.0 | -0.9% | -1.5% | -7.2% | i | 8.8% | -1.5% | -6.1% | -1.8%
COc1ccc(COC(=O)C2=C(C)NC(=O)NC2c2ccccc2OC(C)C)cc1 (stereo not given) | -0.5 | 2.5% | -2.5% | -15.5% | i | 9.9% | 1.1% | -7.2% | -3.9%
COc1cccc(NC(=O)CN(C)C(=O)CCN2C(=O)C3CC=CCC3C2=O)c1 (stereo not given) | 0.6 | -0.3% | -12.5% | -8.0% | i | 7.9% | 0.4% | -1.1% | -5.4%
Cc1nc(Cc2ccccc2)sc1CC#N | -0.7 | -0.1% | 4.9% | -6.1% | i | 5.1% | . | 1.0% | 11.2%
Cc1ccc(C)c(N(C)C(=O)COc2cc(=O)n(C)c3ccccc23)c1 | -1.2 | -0.1% | -65.7% | -2.6% | i | ? | 0.6% | 8.7% | -7.4%
CCc1cccc(C)c1NC(=O)Cn1cc2c(n1)CCCC2 | . | -0.5% | -1.0% | -26.6% | . | 5.4% | . | 6.9% | 17.7%

Compound profiles (already shown). Screens in order: CCT chaperon mod, Nrf2 ARE act, HepG2 viability, Nrf2 block, Akt phos inh, TGFb SMAD3 inh, Mm-Cpn inhibitor, A549 tox, Abeta yeast res
`CCN1C(=O)[C@H]2[C@H]3CN=C(SCc4ccc(C#N)cc4)N3[C@@](CC)(C(=O)OC)[C@H]2C1=O` is entered as 0.0, -0.9%, -1.5%, -7.2%, i, 8.8%, -1.5%, -6.1%, -1.8%
`COc1ccccc1N1CCN(c2nc3ccccc3nc2C(C#N)C(=O)OC(C)C)CC1` (stereo not given) is entered as 1.5, -0.1%, 8.5%, ., -97.2%*, -27.7%, 1.4%, ?, 7.5%
`CC(C)(C)OC(=O)N1CCC(NC(=O)c2[nH]cnc2C(=O)Nc2ccccc2F)CC1` is entered as -1.2, -0.3%, 5.8%, ., i, 7.0%, ., ., -12.8%

(list continues)
SMILES | CCT chaperon mod | Nrf2 ARE act | HepG2 viability | Nrf2 block | Akt phos inh | TGFb SMAD3 inh | Mm-Cpn inhibitor | A549 tox | Abeta yeast res
Brc1ccc(-c2n(-c3ccccn3)c3ccccc3[n+]2-c2ccccn2)cc1 | 2.2 | 5.0% | -41.9% | ? | i | ? | -3.3% | 2.9% | 2.8%
COc1cccc(-c2cccc(NC(=O)C3CCN(Cc4cnn(C)c4)CC3)c2)c1 | 1.8 | -0.5% | 1.2% | 14.4% | i | -1.0% | 0.8% | -0.7% | -1.3%
COc1ccc(/C=C/c2nc(-c3ccccc3O)n[nH]2)cc1 | -1.7 | 5.9% | -32.0% | 12.8% | i | ? | -6.5% | -2.6% | 9.1%
COc1ccc(CN2C(=O)C(C)=C(C)C2OC)cc1 (stereo not given) | 0.3 | -1.6%[9.22 µM] | 2.8% | -10.1% | i | 5.1% | -2.2% | 4.1% | -12.0%
Cc1ccc2nc3sc(C(=O)N4CCOCC4)c(N)c3cc2c1 | -1.4 | -1.9% | -18.6% | ? | i | -14.0% | -0.5% | -10.2% | 1.4%
O=C(Nc1nncs1)c1ccccc1Br | 2.7 | 0.5% | 1.5% | . | i | 3.7% | 1.2% | 6.4% | 0.8%
CC(Cl)C(=O)NC(=O)NC12CC3CC(CC(C3)C1)C2 (stereo not given) | -1.6 | 2.8%[9.22 µM] | -25.3% | -19.8% | i | -4.2% | -2.2% | -1.5% | 12.9%
O=C(NC1CCCC1)c1ccc2c(c1)S(=O)(=O)c1ccccc1C2=O | -0.4 | 4.8% | -2.3% | 20.1% | i | ? | . | -0.6% | -6.9%
CCOC(=O)c1c(C)nc2cc(C)ccn12 | -2.8 | -0.1% | -14.1% | . | i | -26.7% | 1.7% | 3.2% | 6.6%
O=C(CCC(=O)c1ccccc1)Nc1ccccc1OC(F)F | -1.5 | -0.8% | 2.8% | -18.8% | i | 0.0% | 1.3% | 2.1% | 11.4%
CN1OC[C@@H]2CN(C(=O)c3cccc4ccccc34)[C@H](c3ccccc3Br)C[C@@H]21 | 1.1 | 0.1% | -73.8% | . | i | ? | . | . | -8.0%
CCC(C)Sc1nnc(CNS(=O)(=O)c2ccc(F)cc2)n1C (stereo not given) | -1.8 | -0.8% | -0.3% | 14.0% | i | 0.2% | 0.3% | 4.4% | -10.4%
O=C(C=Cc1ccc2c(c1)OCO2)C1CC1 | 0.8 | ? | -29.4% | . | i | -3.5% | . | . | 2.1%
COCCCNC(=O)c1ccc(-c2nc3ccccc3nc2-c2ccccc2)cc1 | -1.2 | 0.2% | 22.1% | 11.0% | i | -3.8% | . | 0.0% | 19.6%

4 of the entries above in order of the CCT chaperon mod value, smallest number first:
molecule,CCT chaperon mod
COCCCNC(=O)c1ccc(-c2nc3ccccc3nc2-c2ccccc2)cc1,-1.2
O=C(NC1CCCC1)c1ccc2c(c1)S(=O)(=O)c1ccccc1C2=O,-0.4
COc1cccc(-c2cccc(NC(=O)C3CCN(Cc4cnn(C)c4)CC3)c2)c1,1.8
Brc1ccc(-c2n(-c3ccccn3)c3ccccc3[n+]2-c2ccccn2)cc1,2.2

2 of the compounds above, field by field:
SMILES: COc1ccc(CN2C(=O)C(C)=C(C)C2OC)cc1 (stereo not given)
  CCT chaperon mod: 0.3
  Nrf2 ARE act: -1.6%[9.22 µM]
  HepG2 viability: 2.8%
  Nrf2 block: -10.1%
  Akt phos inh: i
  TGFb SMAD3 inh: 5.1%
  Mm-Cpn inhibitor: -2.2%
  A549 tox: 4.1%
  Abeta yeast res: -12.0%

SMILES: Cc1ccc2nc3sc(C(=O)N4CCOCC4)c(N)c3cc2c1
  CCT chaperon mod: -1.4
  Nrf2 ARE act: -1.9%
  HepG2 viability: -18.6%
  Nrf2 block: ?
  Akt phos inh: i
  TGFb SMAD3 inh: -14.0%
  Mm-Cpn inhibitor: -0.5%
  A549 tox: -10.2%
  Abeta yeast res: 1.4%
